# TDP1 cell CPT – DT40-hTDP1 cell growth loss with CPT; chicken DT40 Tdp1-/-;hTDP1 cells + 20 nM CPT, ATP luminescence, 48 h; Potency, µM (series often up to 46.2 µM), without a hit: at the highest dose activity change, negative = growth inhibition, actives largely listed as inhibitors; 420,000 tested, 12% active; further: nearly all actives have a fitted effect of over 55% in size
#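 Cell growth measured by CellTiter-Glo luminescence after a minimum 48 h, 37 C compound exposure with 20 nM CPT in Tdp1-knockout DT40 cells stably expressing hTDP1, seeded 400/well; qHTS titration format.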
# TDP1 cell noCPT – qHTS for Inhibitors of human tyrosyl-DNA phosphodiesterase 1 (TDP1): qHTS in cells in absence of CPT | Potency, µM (titrated, usually from 46.2 µM), without a hit: top-dose activity change, negative = growth inhibition, actives largely listed as inhibitors | 420,000 tested, 15% active | DT40 Tdp1-/- hTDP1 cells, no CPT, ATP luminescence, 48 h; further: nearly all actives have a fitted effect of over 55% in size
#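 Cells were dispensed at 400 per well, compounds added by pin tool, plates incubated ≥48 hr at 37 °C, then CellTiter-Glo added for 30 min at room temperature before luminescence reading. Line: DT40 Tdp1-/- complemented with hTDP1; camptothecin omitted.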
# TDP1 block – TDP1 (human) enzyme inhibition | Q9NUW8 | recombinant TDP1, AlphaScreen DNA substrate cleavage | Potency, µM (series often up to 130 µM), for inactives: at the top dose activity change, negative = inhibition, hits mostly inhibitors | 350,000 tested, 0.28% active | AID 485290; further: nearly all actives have a fitted effect of over 40% in size
# Target sequence (Q9NUW8 whole entry, looked up): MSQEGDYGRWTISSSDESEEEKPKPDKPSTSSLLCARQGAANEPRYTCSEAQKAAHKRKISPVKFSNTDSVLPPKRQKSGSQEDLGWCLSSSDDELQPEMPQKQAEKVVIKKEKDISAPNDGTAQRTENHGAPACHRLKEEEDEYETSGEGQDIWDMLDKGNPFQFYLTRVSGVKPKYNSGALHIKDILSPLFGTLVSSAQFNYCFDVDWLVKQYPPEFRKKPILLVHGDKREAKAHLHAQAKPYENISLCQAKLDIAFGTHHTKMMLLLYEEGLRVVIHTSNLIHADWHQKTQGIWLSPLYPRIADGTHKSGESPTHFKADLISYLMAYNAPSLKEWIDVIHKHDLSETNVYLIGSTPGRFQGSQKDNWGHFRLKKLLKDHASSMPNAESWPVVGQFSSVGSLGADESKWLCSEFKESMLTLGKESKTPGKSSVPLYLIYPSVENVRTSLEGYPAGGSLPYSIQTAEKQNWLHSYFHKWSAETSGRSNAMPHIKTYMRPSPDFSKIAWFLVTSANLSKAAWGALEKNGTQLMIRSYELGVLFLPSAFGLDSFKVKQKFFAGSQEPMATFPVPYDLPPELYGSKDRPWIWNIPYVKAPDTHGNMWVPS
#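 E. coli-derived human Tdp1, 1 nM final. Cpd preinc 15 min RT; substrate 15 nM final, 5 min RT; AS bead mix 10 ug/ml final, 10 min RT. Signal loss = tyrosine-FITC cleavage. No-enzyme wells = max signal.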
# * marks the source's active call; other numbers are inactive results; ? = inconclusive; . = not tested or not shown; & = joins results of further samples; [ ] = dose if it differs, or a comment. The call rests on the fitted dose curve; in most records, active means well fitted curve in the direction sought with a large enough effect; inconclusive means small, poorly fitted or top-dose-only effect, or another doubt; inactive means no such curve, though single readings can be large; an effect the other way counts as inactive or inconclusive. On the % scale 0 is the no-effect control and ±100 the full control effect; potency means the concentration at half of the fitted maximal effect.
structure	TDP1 cell CPT	TDP1 block	TDP1 cell noCPT
CC(Oc1ccc(Cl)cc1Cl)C(=O)NNC(=O)C(=O)N1CCCC1 (stereo not given)	-6%	4%	?
CC1CCCN(C(=O)Cn2c(=O)oc3cc(S(=O)(=O)N4CCCCC4)ccc32)C1 (stereo not given)	-14%&-11%	0%	?
O=C(COC(=O)c1ccccn1)NC1CCCCC1	7%	2%	-2%
Cc1nn2cc(-c3ccc(Cl)cc3)cnc2c1Br	18%	9%	-22%
Cc1cccc(-n2nc(C)c(C(=O)Nc3cc(C)ccc3C)c2-n2cccc2)c1	?	5%	?
COc1ccc(-c2nc(CSCC(=O)NCCc3ccc(C)cc3)c(C)o2)cc1OC	16µM*	-1%	18µM*
CCOCCOc1cc(NCc2ccccc2)c2ncn(C(C)C)c2c1	?	.	?
CCn1c(SCc2cccnc2)nnc1-c1c[nH]c2ccccc12	15µM*	0%	?
Oc1c(Cl)cc(Cl)cc1CNc1ccc(Br)cn1	-28%	1%	-21%
O=S(=O)(c1ccccc1)N1CCC2(CCCN(Cc3ccncc3)C2)CC1	-12%	.	-14%
O=C(Nc1nnc(-c2ccccn2)o1)c1ccc(Br)cc1	?	8%	18µM*
O=C(NC1CCCCCC1)c1cc(S(=O)(=O)N2CCC3(CC2)OCCO3)ccc1F	-16%	5%	?
CCCc1cc(=O)oc2cc(OC(C)C(=O)NCc3ccccn3)c(Cl)cc12 (stereo not given)	?	0%	?
COc1cccc2c(=O)c3c([nH]c12)OC(C)(C)C3	-13%	.	-4%
CC(N=C1NS(=O)(=O)c2ccccc21)C(=O)OCC(=O)N(C)C1CCS(=O)(=O)C1 (stereo not given)	-12%	0%	16%
COc1cc(/C=C/c2cncc(/C=C/c3cc(OC)c(OC)c(OC)c3)c2)cc(OC)c1OC	-7%	.	-12%
COc1ccccc1NC(=O)C(C)OC(=O)C(C)SCC(=O)Nc1ccc(C)cc1 (stereo not given)	?	6%	?
COc1ccc(C(C(=O)NCC2CCCO2)N(C(=O)Cn2nnc3ccccc32)c2ccccc2C(C)=O)cc1OC (stereo not given)	-3%	9%	-1%
COc1ccc(N2CCC(CNC(=O)Nc3ccccc3)C2)cc1 (stereo not given)	-8%	11%	?
COc1ccc(OCC(=O)Nc2cc(S(=O)(=O)N3CCCCC3)ccc2OC)cc1	?	1%	?
COc1ccc(S(=O)(=O)Oc2ccccc2C(N)=O)cc1	-10%	4%	-18%
CN(C)C(=O)c1ccc(NC(=O)CC2SC(N3CCCC3)=NC2=O)cc1 (stereo not given)	3%	1%	8%
NNC(=O)C1SCCN1S(=O)(=O)c1ccc(Cl)cc1 (stereo not given)	8%	.	-19%
CC1CCCCC1NC(=O)CSc1nncs1 (stereo not given)	-2%	2%	-3%
O=C1C=CC(=O)c2c(O)c(N3CCN(CCOCCO)CC3)c(Br)c(O)c21	0.65µM*	.	0.92µM*
COC(=O)C1=C(C)NC(=O)CC1c1ccccc1 (stereo not given)	-16%	3%	-4%
COc1cc(/C=N/NC(=O)c2ccc(N)cc2)ccc1OC(=O)c1cccc(C)c1	0%	5%	?
Cc1ncoc1C(=O)N1CCCC(C(=O)c2ccc3c4c(cccc24)CC3)C1 (stereo not given)	18µM*	3%	?
Cc1ccc(Cl)c(OCCCCN2CCC(C)CC2)c1	15%	.	10%
CCCCOc1ccc(C2NC(=O)NC(C)=C2C(C)=O)cc1OCC (stereo not given)	-23%	-1%	-17%
CCOCCCNC(=O)C(NC(=O)Cc1cccs1)c1ccccc1 (stereo not given)	-10%	0%	3%
O=C(CSc1nnc(NC(=O)C2CC2)s1)NCc1ccccc1Cl	-17%	1%	-11%
COc1ccc2c(=O)c(C)c(-c3ccccc3)oc2c1CN(C)C	?	.	?
CCN1CCN(S(=O)(=O)CC2(C)C3CCC2(C)C(=O)C3Br)CC1 (stereo not given)	-7%	4%	1%
O=C(NCc1cn2ccccc2n1)C1CCC(=O)N(Cc2ccccc2F)C1 (stereo not given)	3%	3%	2%
O=C(O)CC1CCCC(c2ccccc2)C1=O (stereo not given)	1%	5%	0%
O=C(CN(C(=O)c1nsc(Cl)c1Cl)c1cccc(F)c1)NC1CCCC1	9%	-6%	-11%
COc1cc2c(C(=O)NCc3ccc4c(c3)OCO4)cn(CC(C)C)c(=O)c2cc1OC	?	1%	-13%
Cc1ccccc1NC1=NS(=O)(=O)c2ccccc21	-7%	1%	-2%
O=C(Nc1cccc(C(F)(F)F)c1)Nc1nnc(N2CCCCCC2)s1	?	3%	5.8µM*
CC1(C)Cc2c(sc(NC(=O)C(=O)N3CCCCC3)c2C(=O)O)CO1	2%	5%	-2%
Cc1cc(=O)oc2cc(O[C@@H]3O[C@H](CO)[C@@H](O)[C@H](O)[C@H]3O)ccc12	1%	.	-16%
Cc1ccccc1N=CC=C1OC(C)(C)C(C)(C)O1	-14%	-3%	?
O=C(NC1CC1)C1CC(=O)N(C2CCCCC2)C1 (stereo not given)	4%	4%	3%
Cc1ccc(S(=O)(=O)/N=C(\N)Nc2nc(C)c3cc(C)c(C)cc3n2)cc1	23µM*	7%	?
Cc1cnc(NC(=O)CCNC(=O)c2ccccc2Cl)s1	3%	0%	11%
CCOC(=O)C1(CC2CCCCO2)CCN(C(=O)Nc2ccccc2SC)CC1 (stereo not given)	-25%	3%	-20%
CCN(CC)c1ccc(CNC(=O)C/C(C)=N/NC(=O)COc2ccc(C)cc2Br)cc1	-24%	.	-17%

# Two of the compounds above, with each value named.
CC1(C)Cc2c(sc(NC(=O)C(=O)N3CCCCC3)c2C(=O)O)CO1
  TDP1 cell CPT = 2%
  TDP1 block = 5%
  TDP1 cell noCPT = -2%

Cc1cc(=O)oc2cc(O[C@@H]3O[C@H](CO)[C@@H](O)[C@H](O)[C@H]3O)ccc12
  TDP1 cell CPT = 1%
  TDP1 block = .
  TDP1 cell noCPT = -16%

# New compounds follow:
structure	TDP1 cell CPT	TDP1 block	TDP1 cell noCPT
Cc1occc1C(=O)NNC(=S)NCC(C)C	15%	4%	-2%
Cc1ccc(-c2ccc(CN3C(CC(C)C)C(=O)N(Cc4cn(CCC5OCCCO5)nn4)CCS3(=O)=O)cc2)cc1 (stereo not given)	18µM*	.	21µM*
COc1ccc(OCCOc2ccc(/C=C3\C(=N)N4N=C(C)SC4=NC3=O)cc2)cc1	4%	35µM*	-14%
Nc1ccc(C#Cc2ccc3c(=O)c4ccccc4oc3c2)cc1	?	.	?
O=C(NNC(=O)C1CCCN(c2ncccn2)C1)c1ccncc1 (stereo not given)	-3%	-6%	9%
CCCCOC(=O)N1CCOCCOCCN(C(=O)OCCCC)CCOCCOCC1	?	-1%	?
COc1ccccc1/C=C/C(=O)NCc1ccccn1	8%	0%	-14%
Cc1cccc(C(=O)Nc2c(C(=O)N3CCN(C)CC3)cnn2-c2ccccc2)c1	17%	.	2%
CC(C)CC1C(=O)N(Cc2cn(CC3CCCCC3)nn2)CCS(=O)(=O)N1Cc1ccc(-c2ccc(Cl)cc2)cc1 (stereo not given)	?	.	?
O=C(/C=C/c1ccccc1)NCCSCc1ccccc1Cl	?	3%	?
CC(Sc1nc2ncc(Cl)cc2[nH]1)C(=O)c1c(N)n(C)c(=O)n(C)c1=O (stereo not given)	-4%	0%	-3%
Cc1cc(-c2cccs2)c2c(N)c(C(=O)c3ccc4c(c3)OCO4)sc2n1	-23%	-5%	?
CONC(=O)C1CCN(C(=O)OCc2ccccc2)CC1	7%	3%	3%
COc1cc(/C=N/NC(=O)COc2ccc(C)cc2)ccc1OC(=O)c1cccs1	?	2%	26µM*
OCC1(O)OC[C@@H](O)[C@H]1O (stereo not given in full)	-12%	.	10%
CC1CN(C(=O)Nc2ccc(F)cc2)C2(CCCCCC2)O1 (stereo not given)	-5%	2%	-20%
CC(C)NC(=O)N(C)C[C@@H]1OCc2cnnn2CCCC(=O)N([C@H](C)CO)C[C@H]1C	-4%	.	-4%
CCCCOC(=O)CSc1nc2c(cc1C#N)C(=O)CC(C)(C)C2	-18%	3%	-22%
CCCCC[C@H](C)N1C[C@H](COCc2ccccc2)Oc2cc(N3CCC[C@@H]3COC)ccc2S1(=O)=O	?	.	?
COc1ccccc1CCN=C(N)NS(=O)(=O)c1ccc(C)c(C)c1	-22%	1%	1%
Cn1cccc1Cc1nnc(SCC(=O)Nc2ccc3c(c2)OCO3)n1-c1ccc(F)cc1	?	5%	-3%
Cc1ccc(C)c(N(CC(=O)N2CCCCCC2)S(C)(=O)=O)c1	6%	.	14%
O=C(NCCN1CCOCC1)c1nn2c(c1Cl)NC(c1ccccc1)CC2C(F)(F)F (stereo not given)	2%	4%	-13%
COc1ccc(CNC(=O)C2CCC(CNc3c(N4CCCCC4)c(=O)c3=O)CC2)cc1 (stereo not given)	1%	.	-3%

# Record cards (already shown).
# Record of `Cc1ccc(C)c(N(CC(=O)N2CCCCCC2)S(C)(=O)=O)c1` : TDP1 cell CPT = 6%; TDP1 block = .; TDP1 cell noCPT = 14%
# Record of `CCCCC[C@H](C)N1C[C@H](COCc2ccccc2)Oc2cc(N3CCC[C@@H]3COC)ccc2S1(=O)=O` : TDP1 cell CPT = ?; TDP1 block = .; TDP1 cell noCPT = ?

# (listing goes on)
structure	TDP1 cell CPT	TDP1 block	TDP1 cell noCPT
CC(NC(=O)c1ccc2c(c1)N(Cc1ccc(Cl)cc1)C(=O)CS2)c1ccccc1 (stereo not given)	-22%	3%	-23%
CCC(=O)Nc1ccc(-c2cc(-c3ccccc3)nc(-c3ccc(NC(=O)CC)cc3)n2)cc1	?	1%	?
O=C1Nc2ccccc2C1C(C[N+](=O)[O-])c1ccccn1 (stereo not given)	-3%	.	-16%
CCCS(=O)(=O)NC(=O)C1(C)CCCN(C(=O)c2cc(-c3cccs3)oc2C)C1 (stereo not given)	-1%	.	-1%
COc1ccc(NC(=O)CSc2nc3sc(C)cc3c(=O)n2C)c(OC)c1	?	.	18µM*
COc1ccc(C2=NS(=O)(=O)N(C)C(C(=O)N3CCc4ccccc4C3)=C2)cc1OC	18µM*	.	9.2µM*
O=C(CSc1nc(-c2cccc(F)c2)[nH]c1-c1ccccc1)Nc1ccc2c(c1)OCCO2	15µM*	5%	12µM*
COc1ccc(N=C2S/C(=C\c3cc(C)n(C)c3C)C(=O)N2CC(C)C)cc1	?	14%	18µM*
CSc1nnc(COc2ccc(C)cc2)n1N	-5%	9%[56.1 µM]	21%
O=C(N/C(=C/c1cccc(Br)c1)c1nc(=S)[nH][nH]1)c1ccccc1	?	5%	?
CCN(CC)CCCNC(=O)C1c2cc(OC)c(OC)cc2C(=O)N(C)C1c1cccs1 (stereo not given)	-4%	2%	6%
Cc1cccc(CCNC(=O)CCS(=O)(=O)c2cc3c(cc2C)NC(=O)CO3)c1	-8%	0%	-12%
COc1cc2cc(CN(CCN3CCCC3)C(=O)Nc3ccc(F)cc3)c(=O)[nH]c2cc1OC	?	1%	?
O=C(CN1CCOCC1)Nc1ccc2c(c1)OCO2	?	-8%	3%
COc1ccc(CCN2C(=O)c3ccccc3C2c2nnnn2Cc2ccccc2)cc1OC (stereo not given)	?	.	?
CCn1c(SCC(=O)Nc2ncc(C(F)(F)F)cc2Cl)nnc1-c1cccc(C)c1	-2%	0%	-5%

# Results in TDP1 cell noCPT and TDP1 block, for 4 of the compounds above:
Molecule	TDP1 cell noCPT	TDP1 block
O=C(N/C(=C/c1cccc(Br)c1)c1nc(=S)[nH][nH]1)c1ccccc1	?	5%
CCN(CC)CCCNC(=O)C1c2cc(OC)c(OC)cc2C(=O)N(C)C1c1cccs1 (stereo not given)	6%	2%
Cc1cccc(CCNC(=O)CCS(=O)(=O)c2cc3c(cc2C)NC(=O)CO3)c1	-12%	0%
COc1cc2cc(CN(CCN3CCCC3)C(=O)Nc3ccc(F)cc3)c(=O)[nH]c2cc1OC	?	1%

# (further entries)
structure	TDP1 cell CPT	TDP1 block	TDP1 cell noCPT
CC(Cc1cccs1)NC(=O)c1cccc(Cl)c1 (stereo not given)	?	-4%	-29%
CCOC(=O)c1sc(NC(=O)CSc2nccc(C)n2)c(C#N)c1C	-7%	0%	-11%
Cc1nc(N2CCCC2)c2c(C(=O)N3CCN(c4ccc(F)cc4)CC3)c(C)oc2n1	-14%	2%	-21%
CCOc1ccc(NC(=O)COC(=O)c2c[nH]c3ccccc23)cc1	1%	.	?
CNc1cc(-c2ccc(OC)c(OC)c2)ncn1	?	.	-26%
COc1cc(-c2cc3n(C)c(C)c(CCC(=O)NCc4ccccc4)c(=O)n3n2)cc(OC)c1OC	15µM*	-3%	-69%
CCCCN(CC)CCCNC(=O)c1sc2nc3n(c(=O)c2c1C)CCCCC3	?	8%	-22%

# Screening data as filed in PubChem.

# Rows are unselected, and some 18% of all compounds hit somewhere here.
